Assay outcomes as filed in PubChem BioAssay.
DAX1 inh-1 = inhibits human nuclear receptor DAX1 | HEK293 Gal4-DAX1 luciferase reporter, luminescence | inhibition, % at 6.75 µM | actives 0.99% (n = 340,000) | AID 504766;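 active means inhibition above the mean over all tested compounds plus 3 SD, cut at about 4.2% in these data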;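 further: 0% = DAX1-transfected cells with DMSO and 100% = empty-vector control cells with DMSO; inhibition shows as a rise in luminescence from relieved DAX1 repression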
Target sequence (P51843 207-470 limits assumed): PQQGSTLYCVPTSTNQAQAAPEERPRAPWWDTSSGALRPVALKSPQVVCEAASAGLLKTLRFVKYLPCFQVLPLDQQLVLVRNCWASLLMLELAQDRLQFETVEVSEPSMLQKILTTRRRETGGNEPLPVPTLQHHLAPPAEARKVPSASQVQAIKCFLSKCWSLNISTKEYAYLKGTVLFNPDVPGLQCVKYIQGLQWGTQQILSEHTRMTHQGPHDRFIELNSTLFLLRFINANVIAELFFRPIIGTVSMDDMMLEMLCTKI
ssDAF-12 act = S. stercoralis DAF-12 activation, primary screen. HEK293 ssDAF-12/GRIP1 lit1-tk-luc reporter, luminescence; % of 3 µM dafachronic acid response. activation, % at 6.8 µM. actives 1% (n = 370,000);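 active means activation above the mean over all tested compounds plus 3 SD, cut at about 0.9% in these data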;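 further: 0% = DMSO-only wells and 100% = 3 µM delta7-dafachronic acid wells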
SMARCA2 act = activators of SMARCA2 function. activation, % at 9.1 µM. AID 652017. MG213 cells, MMTV-luciferase reporter, dexamethasone, overnight. actives 1% (n = 370,000); in the data active means activation above about 7.8%;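 further: 0% = vehicle wells and 100% = reference activator wells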
NPR2 activator = GC-B (human) receptor activation; activation, % at 10 µM; actives 0.11% (n = 370,000); P20594; HEK293-GC-B cells, CNP EC30, cGMP TR-FRET; 0% at EC30 CNP, 100% saturating CNP;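 active means activation at 10 µM reaching about 35% in either raw or pattern-adjusted values, limit read from the data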
DAX1 inh-2 = inhibitors of DAX1 repression of SF-1 activated StAR promoter; HEK293T StAR-luciferase reporter, SF-1/DAX-1 repression relief; AID 652010; actives 1.1% (n = 370,000); inhibition, % at 6.8 µM;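 active means inhibition above the mean over all tested compounds plus 3 SD, cut at about 3.6% in these data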;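 further: 0% = DAX-1 cells with DMSO and 100% = cells lacking DAX-1 with DMSO; higher inhibition means more luminescence from relief of DAX-1 repression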
sPLA2-III inh = Inhibits HGIII-sPLA2 liposome hydrolysis, primary screen. Q9NZ20. inhibition, % at 12.2 µM. QFRET BODIPY PC-A2 liposome hydrolysis, fluorescence. actives 0.56% (n = 370,000);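 active means inhibition above mean plus 3 SD of compounds lying within the high and low control bounds, cut at about 19% in these data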;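 further: 0% = median of test compound wells and 100% = no enzyme DMSO wells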
Target sequence (Q9NZ20 whole entry, looked up): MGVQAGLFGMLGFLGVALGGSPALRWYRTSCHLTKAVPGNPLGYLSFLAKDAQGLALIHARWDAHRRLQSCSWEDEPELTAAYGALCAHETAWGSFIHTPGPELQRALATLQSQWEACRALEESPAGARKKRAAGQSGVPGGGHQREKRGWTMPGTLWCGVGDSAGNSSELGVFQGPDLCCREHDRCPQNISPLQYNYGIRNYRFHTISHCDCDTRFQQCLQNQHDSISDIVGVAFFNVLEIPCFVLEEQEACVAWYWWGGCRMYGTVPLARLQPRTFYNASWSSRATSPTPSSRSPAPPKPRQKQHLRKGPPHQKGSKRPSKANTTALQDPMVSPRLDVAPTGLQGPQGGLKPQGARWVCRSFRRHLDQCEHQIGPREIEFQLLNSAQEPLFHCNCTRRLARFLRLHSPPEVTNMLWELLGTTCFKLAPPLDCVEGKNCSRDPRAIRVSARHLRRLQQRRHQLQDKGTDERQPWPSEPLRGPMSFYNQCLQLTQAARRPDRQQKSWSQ
hgDAF-12 ag = hgDAF-12 agonism, primary luciferase screen; HEK293 GAL4-hgDAF12 UAS-luciferase reporter, agonist luminescence; normalized to butyrate control; activation, % at 6.8 µM; actives 1.8% (n = 370,000); AID 687014;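 active means activation above a cutoff set at the mean of all screened compounds plus 3 SD, cut at about 10% in these data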;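 further: 0% = DMSO wells and 100% = sodium butyrate wells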
NPR1 activator = GC-A (human) enzyme activation | P16066 | HEK293 GC-A cells, cGMP TR-FRET, EC30 ANP; 0% at EC30 ANP, 100% saturating ANP | activation, % at 10 µM | actives 0.14% (n = 370,000); in the data active means activation above about 40%
FXN GAA850 act = activators of GAA850 frataxin (FXN) promoter | activation, % at 6 µM | actives 0.56% (n = 360,000) | HEK293 lucGAA850 FXN promoter luciferase reporter, 24 h; percent of 10 µM SAHA response | AID 540364;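 active means activation above the average of all compounds screened plus 3 SD, cutoff fixed separately per campaign, cut at about 7.5% in these data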;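 further: 0% = DMSO wells and 100% = 10 µM SAHA wells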
proKLK7 act = activates the human kallikrein-7 zymogen; purified proKLK7, EDANS-DABCYL substrate fluorescence; 100% is mature enzyme control, 0% vehicle; activation, % at 7 µM; actives 0.9% (n = 370,000); P49862;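 active means activation above the mean of all tested compounds plus 3 SD, computed per campaign excluding outliers beyond control limits, cut at about 13% in these data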
Target sequence (P49862 whole entry, looked up): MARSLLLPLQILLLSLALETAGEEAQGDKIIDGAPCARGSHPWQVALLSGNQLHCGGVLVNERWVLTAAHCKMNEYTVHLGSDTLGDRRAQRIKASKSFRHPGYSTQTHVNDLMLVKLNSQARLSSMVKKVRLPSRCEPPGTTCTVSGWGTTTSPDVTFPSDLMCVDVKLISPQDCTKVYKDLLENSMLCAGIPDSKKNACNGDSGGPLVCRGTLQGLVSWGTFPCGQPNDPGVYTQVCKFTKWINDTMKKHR
hcDAF12 agonist = activators of H. contortus DAF-12 nuclear receptor; HEK293 hcDAF-12 lit1-tk-luc reporter, luminescence; 0% DMSO, 100% Δ7-dafachronic acid; activation, % at 6.8 µM; actives 1.4% (n = 370,000);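 active means activation above the mean of all tested compounds plus 3 SD, cut at about 5.5% in these data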;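 further: 100% = response to 3 µM Δ7-dafachronic acid high control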
The depositor's hits bear a star; . = no result given.

Molecule	NPR1 activator	FXN GAA850 act	hgDAF-12 ag	NPR2 activator	sPLA2-III inh	ssDAF-12 act	proKLK7 act	hcDAF12 agonist	DAX1 inh-2	DAX1 inh-1	SMARCA2 act
CC(C)[N+](C)(C)CC#CC(O)(c1ccccc1)c1ccccc1	5	1.3	-0.3	-1	0	-1.4	0.3	-2.2	0.5	-1.7	-1
Cc1nn(C)cc1S(=O)(=O)NCc1ccccc1Cl	0	-1.5	0.1	3	3	-0.9	0.3	0.6	0.8	2.0	-1
Cc1nn(-c2ccccc2C(F)(F)F)c(=O)c2noc(C)c12	-1	0.7	-1.7	-1	0	0.4	0.7	2.2	0.5	0.8	-2
Cc1ccc(NC(=O)CSCC(=O)Nc2cccc3ncccc23)cc1	-2	-1.2	1.4	-3	-2	-0.5	-1.0	0.8	-1.2	0.5	-4
Cc1ccc(C)c(S(=O)(=O)N2CCN(C(=O)Cn3cnc4c3c(=O)n(C)c(=O)n4C)CC2)c1	-6	1.0	7.4	-2	-2	-1.0	0.1	-1.2	-0.5	0.6	-1
O=S(=O)(c1cnc(Cl)c(Br)c1)N1CCc2ccccc21	-8	-4.2	-2.0	-6	-1	-1.3	-0.1	-0.8	0.2	2.1	-3
Cc1ccc(NC(=O)CN2C(=O)N/C(=C/c3ccc(N4CCOCC4)cc3)C2=O)cc1	-1	5.6	5.8	0	1	0.2	-3.1	-0.2	0.8	1.9	0
COC(=O)COc1ccc(S(=O)(=O)Nc2ccc(C(N)=O)cc2)cc1C	1	0.9	-0.6	5	3	-1.4	-0.2	-1.9	-0.6	1.7	1
CCc1ccc(N(CC(=O)NC2CC2)S(=O)(=O)c2ccc(C)cc2)cc1	-5	1.1	-3.8	-6	-6	-1.0	0.6	-0.6	-1.1	-0.3	-2
N#C/C(=C\c1ccc(-c2cccc([N+](=O)[O-])c2)o1)C(=O)NCCN1CCOCC1	32	1.9	0.5	32	0	-2.1	0.6	-1.9	-0.7	-1.5	5
CC(C)(C)c1ccc(S(=O)(=O)NCCc2ccncc2)cc1	3	0.9	-4.1	-1	-12	-1.6	1.0	-3.1	-1.8	-1.1	-1
COCCn1ccc2c(OCC(=O)Nc3cccc(NC(C)=O)c3)cccc2c1=O	-4	3.2	1.6	-2	-1	-0.8	0.3	-1.2	-1.0	-0.9	-1
CN(C)N1C(N)=C(C#N)C(c2ccccc2)C2=C1CC(C)(C)CC2=O (stereo unspecified)	5	-1.8	0.0	-1	8	-1.2	-0.2	1.5	-0.2	1.1	-3
c1ccc(CN2CCC(=NNc3nc4ccccc4[nH]3)CC2)cc1	-3	4.1	-3.7	0	-4	-1.2	0.9	2.7	0.1	0.1	-4
CCOC(=O)c1c(C)[nH]c(C(=O)Cn2nnc(-c3ccc(Cl)cc3)n2)c1C	-11	-0.5	-0.1	-4	-29	-0.8	1.1	-0.7	0.2	-0.4	1
CN(C)S(=O)(=O)N1CCc2ccc(NC(=O)C3CCCO3)cc2C1 (stereo unspecified)	-1	4.9	1.4	2	-11	-1.4	-0.6	-2.0	-0.1	0.6	-2
Cc1ccccc1Cn1nc(C)c(NC(=O)c2cc(-c3ccco3)on2)c1C	10	-1.5	0.0	-2	-4	-0.8	-0.5	-1.6	0.1	0.6	-2
Fc1ccc(N2CCN(C(=S)NCc3ccco3)CC2)cc1	-1	0.3	-0.7	-7	11	-1.5	0.0	0.1	1.1	-1.6	-4
CCC(C)NC(=O)CSc1nnc(-c2cc(OC)c(OC)c(OC)c2)c(-c2cc(OC)c(OC)c(OC)c2)n1 (stereo unspecified)	-4	-2.4	-0.5	0	0	-0.8	0.1	-2.4	-0.5	0.3	-3
Cc1ccc(CN(C(=O)c2cccs2)C2CCS(=O)(=O)C2)cc1 (stereo unspecified)	-8	1.7	2.4	-7	0	-0.5	0.3	0.2	-1.7	-0.6	-2
CCCCCc1c(C)nc(N2CCc3ccccc32)[nH]c1=O	-1	-0.8	0.8	8	17	-1.7	-0.7	-0.3	0.8	-0.1	-1
COc1cccc(NC(=O)c2nc(S(C)(=O)=O)ncc2Cl)c1	11	50*	-1.3	-1	3	-0.2	0.8	-2.1	-2.0	0.2	-12
COc1ccccc1NS(=O)(=O)c1cccc(N=C2N=C(N)c3ccccc32)c1	-5	1.9	0.6	-6	1	-1.0	0.0	2.8	0.6	2.1	-4
Cc1ccc(S(=O)(=O)N2CCN(C(=O)c3n[nH]c(=O)c4ccccc34)CC2)c(C)c1	1	-1.2	-2.4	5	6	-0.4	-0.3	1.7	-0.6	0.7	-1
Cc1cc(C)n(-c2nc(-c3ccc(Cl)cc3)cs2)n1	-1	3.2	3.4	-3	-1	-0.3	0.5	-0.2	-0.3	0.5	0
CC(OC(=O)c1nn(C(C)C)c(=O)c2ccccc12)C(=O)Nc1ncc(Cl)cc1Cl (stereo unspecified)	-4	0.9	-3.1	5	-2	-0.3	-0.1	-1.8	-0.3	1.7	-2
O=C(Cc1ccc(Cl)cc1)NNc1c(F)c(F)cc(F)c1F	-1	-0.6	-1.1	-3	-17	-0.9	-0.8	0.3	-0.3	1.5	-1
COc1ccc(N(C2=NCCCS2)S(=O)(=O)c2ccc(C(C)(C)C)cc2)cc1	-3	2.4	-2.8	-2	-2	-1.2	0.2	-0.4	-0.3	0.0	-4
COc1ccc2c(c1)C1NC(=S)NC(C)(O2)C1C(=O)Nc1ccc(Cl)cc1 (stereo unspecified)	-7	1.7	-1.4	-5	20*	-1.0	-0.3	0.7	-0.5	1.1	2
COc1cc(CN(C)CC(=O)c2[nH]c(C)c(C(C)=O)c2C)ccc1OC(F)F	-2	2.2	-5.2	4	8	-1.9	0.3	-3.8	-2.5	-1.3	-4
CC(C)N1C(=O)c2ccccc2C1C(=O)NCCc1ccccc1 (stereo unspecified)	3	1.8	-1.1	2	12	-1.5	-0.7	-0.9	-0.2	0.3	-2
Oc1ccc2ccccc2c1CN1CCN(C/C=C/c2ccccc2)CC1	0	1.4	0.3	4	-13	-0.8	-0.1	0.5	-0.8	-0.9	-2
CC(=O)Nc1ccc(S(=O)(=O)NCCOc2ccc(Cl)cc2C)cc1	1	2.4	2.0	-4	-11	-1.8	-0.6	-1.4	-0.5	.	-2
CC(C)(C)NC(=O)CC1C[C@H](C(=O)N2CCCCC2)[C@@]2(CCc3ccccc3)c3[nH]c4ccccc4c3CCN2C1=O (stereo partly specified)	-7	1.6	1.1	0	4	-1.0	0.5	0.1	-0.4	1.0	-3
Cc1nc(SCc2cccc(F)c2)c2oc3ccccc3c2n1	7	1.4	4.0	7	13	-1.2	-0.8	3.3	-0.1	0.1	-3
Cc1ccc(S(=O)(=O)N(C)CC(=O)N/N=C/c2ccc(C)o2)cc1	6	0.9	-3.5	3	-10	-1.6	-0.2	-1.7	0.9	0.2	-3
Cc1sc(NC(=S)NC(=O)c2cccs2)nc1-c1ccc(CC(C)C)cc1	-4	2.5	-3.4	0	-3	-0.3	0.1	-2.1	-0.3	-1.1	1
CN(c1ccccc1)S(=O)(=O)c1ccc(-c2ccccc2)cc1	3	2.7	-1.3	3	-8	-1.5	0.2	-2.0	0.0	2.1	0
Cn1cc(SCC(=O)NC2CCCCC2)c2ccccc21	-2	-1.3	1.3	3	2	-0.2	0.2	1.9	0.7	1.0	1
COc1cccc(CNC(=O)CSCc2cnn(-c3ccccc3)c2-n2cccc2)c1	-10	3.1	-0.1	0	-43	-1.9	0.0	-1.8	-1.1	-0.2	-7

Reformatted with values under each structure: entries from further up
Below each SMILES: NPR1 activator | FXN GAA850 act | hgDAF-12 ag | NPR2 activator | sPLA2-III inh | ssDAF-12 act | proKLK7 act | hcDAF12 agonist | DAX1 inh-2 | DAX1 inh-1 | SMARCA2 act
Cc1nc(SCc2cccc(F)c2)c2oc3ccccc3c2n1
  7 | 1.4 | 4.0 | 7 | 13 | -1.2 | -0.8 | 3.3 | -0.1 | 0.1 | -3
CCCCCc1c(C)nc(N2CCc3ccccc32)[nH]c1=O
  -1 | -0.8 | 0.8 | 8 | 17 | -1.7 | -0.7 | -0.3 | 0.8 | -0.1 | -1

Next part:
Molecule	NPR1 activator	FXN GAA850 act	hgDAF-12 ag	NPR2 activator	sPLA2-III inh	ssDAF-12 act	proKLK7 act	hcDAF12 agonist	DAX1 inh-2	DAX1 inh-1	SMARCA2 act
Cc1ccc(NS(=O)(=O)c2ccc3c(c2)C(=O)c2ccccc2C3=O)c(C)c1	1	0.9	-1.3	1	-9	-1.9	0.2	0.2	-0.3	0.6	-1
COc1ccc(C(=O)N(C)CC2CCN(CCc3cccc(C(F)(F)F)c3)CC2)cc1C	-4	-0.5	-4.4	-2	-8	-1.2	0.1	-1.1	-0.4	0.4	-2
CCOc1ccc(NC(=S)NC(=O)C2CCCC2)cc1	-4	1.1	3.9	2	4	-1.1	0.3	2.2	1.1	0.4	2
O=C(Cc1ccccc1)NNS(=O)(=O)c1ccccc1[N+](=O)[O-]	-2	0.9	-2.2	-2	0	-1.1	0.1	-0.2	-0.2	-0.9	-1
CC(=O)N1Cc2cc(C(=O)NCC(F)(F)F)nc(-c3cccc(-c4cc5ccccc5o4)c3)c2[C@@H]1CCO	-2	.	-1.1	-7	-3	-1.4	-0.1	-0.7	-1.1	.	2
O=C(Cc1csc(Nc2nc(=S)[nH]c3ccccc23)n1)N1CCN(c2cccc(Cl)c2)CC1	-2	3.4	3.6	8	-9	-0.1	-1.1	4.7	1.0	-0.1	-2
CCN(CC)C(=O)C1=C(C)N(Cc2ccc(F)cc2)C(=O)C(CC(=O)NCCN2CCOCC2)C1 (stereo unspecified)	1	-2.3	1.4	-2	-2	-1.0	0.7	-0.9	0.8	1.7	-4
O=C(CS(=O)CC(=O)N(CC(=O)NC1CCCC1)C1CCCC1)Nc1ccc(F)cc1 (stereo unspecified)	-1	0.1	2.0	3	1	-1.2	-1.2	-1.5	-0.5	0.0	-4
O=C(COC(=O)CCOc1ccccc1)NCc1ccco1	-6	-0.2	0.3	4	2	-0.9	0.0	-2.0	-0.5	0.0	2
COc1ccc([C@H]2CC(=O)C[C@@H](CCn3cc(Cc4ccccc4)nn3)O2)cc1	-3	.	3.3	-4	-2	-1.1	0.1	-1.3	0.5	.	0
O=C(NC(=S)Nc1nc(-c2ccc(Br)cc2)cs1)c1ccco1	9	-0.2	1.9	-3	6	-0.8	0.2	-1.4	0.8	0.9	-4
COc1ccccc1N1C(=O)C=C(Sc2nc(C)cc(C)n2)C1=O	25	1.4	-1.6	28	-4	-1.2	0.5	0.7	-0.5	.	-2

Limited to proKLK7 act and SMARCA2 act (5 entries from above):
smiles | proKLK7 act | SMARCA2 act
Cc1ccc(C)c(S(=O)(=O)N2CCN(C(=O)Cn3cnc4c3c(=O)n(C)c(=O)n4C)CC2)c1 | 0.1 | -1
O=S(=O)(c1cnc(Cl)c(Br)c1)N1CCc2ccccc21 | -0.1 | -3
Cc1ccc(NC(=O)CN2C(=O)N/C(=C/c3ccc(N4CCOCC4)cc3)C2=O)cc1 | -3.1 | 0
COC(=O)COc1ccc(S(=O)(=O)Nc2ccc(C(N)=O)cc2)cc1C | -0.2 | 1
CCc1ccc(N(CC(=O)NC2CC2)S(=O)(=O)c2ccc(C)cc2)cc1 | 0.6 | -2

Random draw from the library; about 6.7% have a hit in one of these screens.
